Screens (PubChem)
Pf growth 48h = P. falciparum growth inhibition at 48 hours (one generation) | P. falciparum luciferase growth in erythrocytes, 48 h | Potency, µM (top dose mostly 28.7 µM), inactives show at the top dose activity change, negative = inhibition, hits mostly inhibitors | 5.9% of 310,000 active | AID 504832; also: potency is read from the fitted curve at half-maximal effect; % is scaled to controls: 0 for no effect and ±100 for the full control effect
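Growth was read as firefly luciferase luminescence after a 48 h, 37 C, 5% CO2 exposure of compounds to reporter-bearing P. falciparum cultures (0.1% parasitemia, 2% hematocrit final) in Albumax-supplemented RPMI 1640.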
Cycloheximide cs = counter-screen hit for Shiga toxin inhibitors, cycloheximide; 12% of 300,000 active; cell reporter, cycloheximide protein synthesis inhibition counterscreen; max response, %; in the data active = max response mostly above about 13%, no sharp cut-off; inactive = mostly below about 14%; also: read at 38.3 µM for the half of the compounds with a filed dose; 0% is about no effect
Shiga toxin inh = Shiga toxin inhibition | Vero cells, Shiga toxin protein synthesis inhibition reporter | inhibition, % at 38.7 µM | 9.2% of 290,000 active; in the data active = inhibition mostly above about 28%, no sharp cut-off; inactive = mostly below about 43%; also: 0% is about no effect
Pf growth 96h = inhibits malaria parasite growth, 96 h; 6.9% of 320,000 active; Potency, µM (highest dose often 28.7 µM), without a hit: at the highest dose activity change, negative = inhibition, hits mostly inhibitors; P. falciparum luciferase reporter growth, 96 h; also: potency is read from the fitted curve at half-maximal effect; % is scaled to controls: 0 for no effect and ±100 for the full control effect
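Compounds incubated with erythrocytes infected by luciferase-expressing P. falciparum (2% hematocrit, 0.05% parasitemia final) for 96 hours, 37 C in 5% CO2. Growth inhibition scored as decreased luciferase luminescence.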
FBPA Giardia inh = inhibitors of Giardia lamblia fructose-1,6-bisphosphate aldolase | Potency, µM (titrated, usually from 59.6 µM), for the others: top-dose activity, negative = inhibition, actives largely listed as inhibitors | AID 2451 | purified Giardia FBPA | A8B2U2 | 0.71% of 290,000 active; also: potency is read from the fitted curve at half-maximal effect; % is scaled to controls: 0 for no effect and ±100 for the full control effect; nearly all actives have a fitted effect of over 55% in size
Target sequence (A8B2U2 whole entry, looked up): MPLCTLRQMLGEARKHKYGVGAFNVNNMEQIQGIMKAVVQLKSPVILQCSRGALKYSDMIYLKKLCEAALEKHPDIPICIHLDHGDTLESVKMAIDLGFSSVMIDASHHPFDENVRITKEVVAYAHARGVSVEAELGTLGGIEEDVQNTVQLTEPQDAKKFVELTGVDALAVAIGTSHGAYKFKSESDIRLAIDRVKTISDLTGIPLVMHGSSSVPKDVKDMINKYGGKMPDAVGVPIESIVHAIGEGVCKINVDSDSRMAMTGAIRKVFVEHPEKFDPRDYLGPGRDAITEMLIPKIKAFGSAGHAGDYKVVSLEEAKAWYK
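Giardia FBPA (40 nM reagent) was preincubated 10 min at RT with compound (up to 57.5 uM final), then substrate plus GAPDH/TPI/NAD/arsenate coupling system with diaphorase/resazurin was added; resorufin fluorescence (525/598 nm) was read after 20 min.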
HCV inhibitor = inhibitors of hepatitis C virus infection; Potency, µM (titrated, usually from 41.8 µM), for inactives: at the highest dose activity change, negative = inhibition, most hits filed as inhibitors; Huh7.5.1 HCVcc-Cre infection, luciferase reporter, 44 h; AID 651820; 3.4% of 340,000 active; also: potency is read from the fitted curve at half-maximal effect; % is scaled to controls: 0 for no effect and ±100 for the full control effect
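Compounds are dispensed onto cells plated 4 h earlier at 1,000 per well, with HCVcc-Cre virus (about 0.5 moi) added next. Following 44 h of culture, luminescent signal is measured for 15 sec after 15 min with substrate at room temperature.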
* hit, by the source's call; u = inconclusive; x = not tested or not shown; [ ] = another dose, or the depositor's remark. Unless noted, calls follow the shape of the dose curve; as a rule, active = well fitted curve in the direction sought with a large enough effect; inconclusive = small, poorly fitted or top-dose-only effect, or another doubt; inactive = no such curve, though single readings can be large; an effect the other way counts as inactive or inconclusive.

SMILES	Pf growth 48h	Cycloheximide cs	Shiga toxin inh	Pf growth 96h	FBPA Giardia inh	HCV inhibitor
O=S(=O)(Nc1ccc2c3c(cccc13)CC2)c1ccc(F)cc1	36%[activator]	16	-6	98%[activator]	-15%	-7%
Cc1ccc(NC(=O)CCc2c(C)nn(-c3ccc(N4CCCCC4)nn3)c2C)cc1C	13%	43*	70*	12%	6%	u
CC1(C)CC(=O)C2=C(C1)N(Cc1ccc(F)cc1)C(=O)C2(NC(=O)c1cccnc1)C(F)(F)F (stereo unspecified)	-12%	-2	-9	x	3%	2%
O=C(Nc1c(C(=O)N2CCOCC2)cnn1-c1ccccc1)c1ccc([N+](=O)[O-])cc1	3%	-2	-20	u	-4%	10%
O=C1CCN(Cc2ccccc2)CCN1[C@H](CSc1ccccc1)Cc1ccccc1	-17%	-1	-7	u	-8%	-14%
NC1=NC2(CCCCC2)N=C(Nc2ccc(Br)cc2)N1	1µM*	-5	-9	u	5%	u
c1coc(CNc2nc3ccccc3n2CCN2CCOCC2)c1	u	-1	25	x	2%	u
COc1cc(NC(=O)CCc2nnc3ccc(N4CCCCC4)nn23)cc(OC)c1OC	u	-1	1	10µM*	x	17%
COc1cccc(C2C(C(=O)c3cccs3)=C(O)C(=O)N2CCN(C)C)c1OC (stereo unspecified)	13%	4	1	17%	-5%	11%
CN(CC(=O)Nc1ccccc1Cl)C(=O)COC(=O)C1CC1	2%	x	x	u	x	11%
CCOP(=O)(OCC)C(NC(=O)c1cccc(C)c1)C(Cl)(Cl)Cl (stereo unspecified)	21%	8	17	5%	0%	4%
COc1cccc(C(=O)O/N=C(\N)c2ccccn2)c1OC	-20%	10	-6	215%[activator]	14%	6%
CC1=Nc2ccccc2/C1=C/c1sc(=S)n(-c2cccc(C(=O)O)c2)c1O	8%	1	-28	-1%	7%	u
CN(C)CCNC(=O)c1cccn(Cc2cc(C(F)(F)F)cc(C(F)(F)F)c2)c1=O	u	0	26	u	5%	u
COc1ccc2[nH]c(-c3ccccc3)cc2c1	-14%	74*	88*	-43%	-11%	-28%
CCCCn1c(N)c(N(CCOC)C(=O)COC(=O)COc2cc(C)c(Cl)cc2C(C)C)c(=O)[nH]c1=O	-21%	x	x	4%	x	u
COc1ccc(CCNC(=S)N(C)C)cc1OC	-6%	-2	-5	37%[activator]	1%	9%
CC(=O)Nc1ccc(NC(=O)CSCc2cnn(-c3ccccc3)c2-n2cccc2)cc1	3%	-6	-46	x	3%	u
Cc1ccc(S(=O)(=O)N(C)C)cc1NC(=O)COC(=O)Cc1ccsc1	-21%	x	x	5%	x	1%
CC(C)N(CCO)C(=O)C(c1ccccc1)c1ccccc1	u	1	-3	u	-2%	21%
CSc1nnc(-c2ccc(Cl)cc2Cl)o1	135%[activator]	52*	91	x	x	1%
CC1=Nc2ccccc2/C1=C\c1sc(Nc2ccc(C)cc2)nc1O	u	-1	14	6.6µM*	2%	u
COc1ccc(C(=O)Cn2c(NCCCO)nc3ccccc32)cc1OC	3%	0	1	21%	-11%	10%
Cc1ccccc1C(=O)NCCCNC(=O)c1cnccn1	12%	-3	16	u	x	10%
O=C(Nc1nnc(C2CCCC2)s1)C1CCC1	19%	12	60	96%[activator]	0%	12%
CC1CCCCC1NC(=O)CCn1ccc2cc(S(=O)(=O)N3CCCC3)ccc21 (stereo unspecified)	u	1	12	u	5%	-6%
O=C(O)CC(NC(=O)/C(=C/c1ccccc1)NC(=O)c1ccccc1)c1ccccc1 (stereo unspecified)	-21%	1	-2	-3%	x	5%
NC(=O)C1CCCN(C(=O)c2ccc(Cl)c(S(=O)(=O)N3CCc4ccccc43)c2)C1 (stereo unspecified)	u	x	x	u	x	u
CC(NC(=O)CCC(=O)N1CCCCCC1)c1ccccc1 (stereo unspecified)	u	6	-2	-1%	11%	8%
COc1ccc(NC(=O)Cn2c(=O)n(-c3ccc(CC(=O)NCc4ccco4)cc3)c(=O)c3ccccc32)cc1	19%	1	10	15%	1%	u
CCCN(CCC)S(=O)(=O)c1ccc(C(=O)N2CCC(=O)c3ccccc32)cc1	u	-6	12	-8%	-1%	-12%
CCC1CCCCN1C(=O)CSc1nnc(-c2cccc(Cl)c2)o1 (stereo unspecified)	22%	29*	98*	-20%	3%	-27%
Cc1cc(C)cc(OCCn2nnc3ccccc32)c1	51%[activator]	47*	58*	u	7%	-16%
O=C(COc1ccccc1)N(Cc1ccco1)c1ccc(O)cc1	-18%	-3	-4	-16%	14%	-27%
Cc1cc(NC(=O)c2ccc([N+](=O)[O-])o2)ccc1NC(=O)c1ccco1	8.3µM*	36*	97*	-35%[1.15 µM]	9%	u
CCOC(=O)C1(S(=O)(=O)c2ccc(Cl)cc2)CCN(Cc2ccc(C)cc2)CC1	u	-2	-9	u	-6%	-29%
O=C(NCCCN1CCOCC1)c1cc(-c2ccc(F)cc2)on1	45%[activator]	20	13	32%[activator]	0%	-8%
CCOC(=O)c1ccc(NC(=O)Cc2coc3cc4c(cc23)CCC4)cc1	-2%	-3	13	-7%	-1%	u
COc1ccc(S(=O)(=O)N2CCC(C(=O)NCCc3ccc4c(c3)OCO4)CC2)cc1	u	-2	-13	-25%	5%	-15%
CC1(C)Cc2ccccc2C(/C(=N\Nc2cccc(Cl)c2)C(N)=O)=N1	5.9µM*	9	-3	9%	1%	u
COc1ccc(C2=NN(S(C)(=O)=O)C(c3cccs3)C2)cc1OC (stereo unspecified)	56%[activator]	44*	66*	u	-2%	-11%
Cn1cccc1CC(=O)N/N=C/c1ccc(Cl)cc1	2%	16*	26*	13%	1%	-21%
CCCCOCCCNC(=O)CN1C(=O)c2ccccc2C1=O	x	-2	-7	32%[activator]	4%	15%
O=C(CSc1nnc(-c2ccccc2F)n1C1CC1)NCc1ccco1	-17%	x	x	5%	x	0%
Cc1ccc(-c2nc3ccccc3c(=O)n2N)cc1	15%	10	-7	u	7%	10%
CC(C)(C)CN1C(N)=NC[C@@H]1Cc1ccc(O)cc1	u	-2	-7	u	10%	15%
COc1ccc(N2C(=NC(=O)C3CCCCC3)SC3CS(=O)(=O)CC32)cc1OC (stereo unspecified)	5%	-1	-2	16%	u	3%
O=C(NCc1cccnc1)c1cn(-c2ccccc2)nc1-c1ccccc1	53%[activator]	21*	20	31%	6%	-7%
COc1ccccc1OCCOc1ccccc1/C=N/n1cnnc1	34%[activator]	6	-14	-14%	-16%	-14%
CNc1snc(C)c1C(=O)OCC(=O)Nc1ccc(C)cc1F	9%	x	x	33%[activator]	x	u
CCCCCCCCCCCCOC1OC(CO)C(O)C(O)C1NC(C)=O (stereo unspecified)	15%	5	15	29%	11%	-4%
COc1cccc(-c2csc(N3CCN(C(=S)Nc4ccccc4)CC3)n2)c1	u	1	-4	u	-2%	-19%
N#Cc1cnc(SCC(=O)Nc2ccccc2C(F)(F)F)nc1N	-6%	2	-7	u	11%	-11%
CC(C)[C@H](NC(=O)C1CCN(S(=O)(=O)c2ccc(F)cc2)CC1)C(=O)NCc1ccco1	8%	6	-6	-24%	x	11%
O=C(c1cc2ccccc2cc1O)N1CCCC1	1%	-2	-7	-6%	-8%	6%
COc1ccc(NC(=O)Nc2c(C)n(C)n(-c3ccccc3)c2=O)c(OC)c1	3%	2	-6	16%	x	-13%
O=C(CNC(=O)c1cccs1)OCC(=O)c1ccc2ccccc2c1	9%	-2	-10	-4%	3%	16%
CC(/C=C/c1ccccc1)=N/NC(=O)c1cc([N+](=O)[O-])cc([N+](=O)[O-])c1	u	-10	-1	72%[activator]	14%	-28%
COc1ccc(C(=O)NC2CCCc3c2cnn3-c2cccc(C)c2C)o1 (stereo unspecified)	u	15	-11	4%	x	u
CCN(CC)CCCN(C(=O)c1ccccc1F)c1nc(-c2ccc(OC)cc2)cs1	4.1µM*	-4	-4	-30%	3%	u
(cont.)
SMILES	Pf growth 48h	Cycloheximide cs	Shiga toxin inh	Pf growth 96h	FBPA Giardia inh	HCV inhibitor
COc1ccccc1/C=C/C(=O)NCC(=O)N/N=C/c1ccccc1[N+](=O)[O-]	10%	-3	-5	156%[activator]	-1%	u
CSc1ccccc1OCc1cc(C(=O)N(C)Cc2cc(C)[nH]n2)no1	-12%	28*	63	11%	x	-17%
O=[N+]([O-])c1ccc(/C=N/n2cnc3ccccc32)s1	5.9µM*	21	59	u	1%	u
O=C(CSc1nc(=O)n2ccccc2n1)Nc1ccc2c(c1)OCO2	61%[activator]	x	x	14%	x	-8%
CCOc1cc2sc(N3CCC(C(=O)NCCCN4CCCC4=O)CC3)nc2cc1Br	-17%	10	16	190%[activator]	-9%	u
C/C(=N\NC(=O)CSc1nc(C)[nH]c1[N+](=O)[O-])c1ccc(F)cc1	4%	4	15	u	-14%	-5%
CCN1/C(=C/c2cc[n+](CCCS(=O)(=O)[O-])c3ccccc23)Sc2ccccc21	-9%	-3	-3	72%[activator]	-5%	5%
CCOc1cccc(CN2CCCC(N3CCc4cc(OC)c(OC)cc4C3)C2)c1O (stereo unspecified)	u	3	-5	u	-18%	-23%

Among those listed so far, nine contain a Cl atom.
SMILES	Pf growth 48h	Cycloheximide cs	Shiga toxin inh	Pf growth 96h	FBPA Giardia inh	HCV inhibitor
CN(CC(=O)Nc1ccccc1Cl)C(=O)COC(=O)C1CC1	2%	x	x	u	x	11%
CCOP(=O)(OCC)C(NC(=O)c1cccc(C)c1)C(Cl)(Cl)Cl (stereo unspecified)	21%	8	17	5%	0%	4%
CCCCn1c(N)c(N(CCOC)C(=O)COC(=O)COc2cc(C)c(Cl)cc2C(C)C)c(=O)[nH]c1=O	-21%	x	x	4%	x	u
CSc1nnc(-c2ccc(Cl)cc2Cl)o1	135%[activator]	52*	91	x	x	1%
NC(=O)C1CCCN(C(=O)c2ccc(Cl)c(S(=O)(=O)N3CCc4ccccc43)c2)C1 (stereo unspecified)	u	x	x	u	x	u
CCC1CCCCN1C(=O)CSc1nnc(-c2cccc(Cl)c2)o1 (stereo unspecified)	22%	29*	98*	-20%	3%	-27%
CCOC(=O)C1(S(=O)(=O)c2ccc(Cl)cc2)CCN(Cc2ccc(C)cc2)CC1	u	-2	-9	u	-6%	-29%
CC1(C)Cc2ccccc2C(/C(=N\Nc2cccc(Cl)c2)C(N)=O)=N1	5.9µM*	9	-3	9%	1%	u
Cn1cccc1CC(=O)N/N=C/c1ccc(Cl)cc1	2%	16*	26*	13%	1%	-21%
